From PubChem BioAssay
MC4R barr agon: activates human MC4R beta-arrestin recruitment; P32245; U2OS MC4R beta-arrestin complementation, luminescence; percent of melanotan II response, DMSO zero; activation, % at 8.9 µM; 0.98% of 360,000 active; AID 540308;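 active means activation above a per-plate cutoff, the mean activation of sample wells on that plate plus 3 SD, cut at about 8% in these data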
ABCB6 inh 2: blocks the human ABCB6 transporter; fluorescence ratio to DMSO, % at 10 µM; 0.19% of 360,000 active; AID 602162; Q9NP58; K562-ABCB6 porphyrin accumulation, flow cytometry, 1 h; active compounds read low;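 active means fluorescence ratio to DMSO below 75%, the collection mean minus 3 SD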;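 further: signal is porphyrin accumulated inside mitochondria; 100% equals median channel fluorescence of DMSO control wells; lower ratio means ABCB6 inhibition with less porphyrin fluorescence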
H9c2 protect: protects H9c2 cardiomyocytes from peroxide injury. H2O2 injury protection, ATPLite, 2 h. protection from H2O2 cell death, % at 20 µM. 0.63% of 360,000 active. AID 588492;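 active means compounds giving at least 50% protection of heart cells from peroxide-induced death in the single-dose screen, raw or plate-pattern-corrected value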;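 further: 0% = DMSO wells with peroxide and 100% = DMSO wells without peroxide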
aDG glyco act: increases alpha dystroglycan glycosylation; Pro5-aDG cells, alpha-DG glycosylation AlphaScreen (IIH6); 0% Pro5, 100% B10-LARGE cell signal; activation, % at 10 µM; 0.22% of 360,000 active;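 active means activation of at least 8% versus controls, or a plate z-score of at least 8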;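 further: Pro5 are CHO cells carrying HIG-tagged alpha-DG that lacks glycosylation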
HTR2A ag: mouse HTR2A agonism via beta-arrestin recruitment; P35363; CHO-K1 mHTR2A beta-arrestin complementation, luminescence; percent of 30 µM serotonin response; activation, % at 7.6 µM; 0.66% of 360,000 active; AID 624169;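 active means activation above a run cutoff, the mean activation of all tested compounds plus 3 SD, cut at about 14% in these data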;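 further: 0% = plate median of compound wells and 100% = 30 µM serotonin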
Target sequence (P35363 whole entry, looked up): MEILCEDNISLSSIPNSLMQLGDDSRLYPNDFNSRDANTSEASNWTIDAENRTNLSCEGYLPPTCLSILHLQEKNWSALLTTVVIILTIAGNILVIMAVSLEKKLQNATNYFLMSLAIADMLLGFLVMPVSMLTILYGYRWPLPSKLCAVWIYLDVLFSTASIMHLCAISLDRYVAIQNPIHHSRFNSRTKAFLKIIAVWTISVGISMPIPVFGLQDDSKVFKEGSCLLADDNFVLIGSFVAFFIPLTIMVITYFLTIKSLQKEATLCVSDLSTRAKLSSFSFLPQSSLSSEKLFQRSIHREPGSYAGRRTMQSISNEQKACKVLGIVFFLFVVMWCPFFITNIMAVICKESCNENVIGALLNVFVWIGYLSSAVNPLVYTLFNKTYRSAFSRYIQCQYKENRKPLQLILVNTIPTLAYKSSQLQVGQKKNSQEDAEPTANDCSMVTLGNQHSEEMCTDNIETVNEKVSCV
PDI turbidity: blocks human protein disulfide isomerase activity. P07237. PDI insulin aggregation turbidity, A650, 90 min. inhibition, % at 10 µM. 0.052% of 350,000 active;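 active means mean inhibition across replicates of 30% or more, whatever share of single replicates reach that level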;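 further: absorbance from insulin aggregation driven by PDI reduction with DTT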
Target sequence (P07237 whole entry, looked up): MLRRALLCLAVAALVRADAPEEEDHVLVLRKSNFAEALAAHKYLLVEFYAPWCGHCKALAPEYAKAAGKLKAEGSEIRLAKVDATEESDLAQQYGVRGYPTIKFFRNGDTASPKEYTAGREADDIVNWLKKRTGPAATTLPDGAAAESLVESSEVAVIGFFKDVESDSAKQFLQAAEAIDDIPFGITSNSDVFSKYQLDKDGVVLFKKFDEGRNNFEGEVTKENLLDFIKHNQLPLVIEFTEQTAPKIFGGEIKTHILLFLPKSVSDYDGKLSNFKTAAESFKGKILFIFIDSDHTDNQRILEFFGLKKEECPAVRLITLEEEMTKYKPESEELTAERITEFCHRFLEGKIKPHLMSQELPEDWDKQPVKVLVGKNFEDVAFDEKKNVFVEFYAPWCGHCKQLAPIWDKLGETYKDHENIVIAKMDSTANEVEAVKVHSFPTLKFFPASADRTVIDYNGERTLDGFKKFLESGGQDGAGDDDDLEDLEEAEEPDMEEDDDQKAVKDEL
MC4R antag cAMP: antagonists of human melanocortin 4 receptor (MC4R). MC4R-expressing cells, MTII-stimulated cAMP, LANCE TR-FRET. inhibition, % at 6.5 µM. 0.48% of 360,000 active. AID 540295;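 active means inhibition above its plate's cutoff, the mean of tested wells on that plate plus 3 SD, cut at about 29% in these data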;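 further: 0% = Melanotan II alone and 100% = Melanotan II plus saturating MCL0020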
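Material – human MC4R-expressing U2OS cells · Repeats – no replicates · Detection – TR-FRET with Eu-cAMP and labeled anti-cAMP, 671 nm · Times – compound 30 min, challenge 1 h, detection 1 h · Compound – single nominal compound dose of 6.5 µM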
CaV13 ICDI inh: Primary screen for inhibitors of IQ motif and Ca2+-dependent inactivation inhibitor domain binding in CACNA1D, Förster resonance energy transfer in living cells, …; HEK cells, CFP/YFP FRET ICDI-IQ, plate reader, 10 min; percent FRET-ratio fall versus neutral wells; inhibition, % at 12.3 µM; 0.098% of 340,000 active; AID 743397;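 active means mean replicate inhibition of at least 30% and at least 1% of replicates passing that level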;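 further: 0% = median of the neutral control wells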
N-glyco inh: blocks N-linked glycosylation in D54 reporter cells | D54 ERlucT glycosylation luciferase reporter, 24 h; percent of 100 nM tunicamycin response | reporter increase, % at 12.5 µM | 0.23% of 360,000 active;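 active means mean luciferase reporter signal, scaled so untreated is 0 and the glycosylation-blocking control 100, at or above a set limit in every replicate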;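 further: luciferase carries N-glycosylation sites so blocking glycosylation raises the light; 0% = median of neutral control wells and 100% = median of 100 nM tunicamycin wells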
Vif inh: inhibitors of HIV Vif; AID 602346; inhibition, % at 7.49 µM; HEK293T cells, Vif self-association by quenched fluorescence, imaging, 24 h; 0.35% of 340,000 active; in the data active means inhibition above about 50%, passing the limit was not always enough; further: some results filed as inactive read as strong as hits
* = called active by the depositor; · = no result given.

SMILES | MC4R barr agon | ABCB6 inh 2 | H9c2 protect | aDG glyco act | HTR2A ag | PDI turbidity | MC4R antag cAMP | CaV13 ICDI inh | N-glyco inh | Vif inh
COc1ccc(Cc2nnc(SCc3nc4ccccc4c(=O)[nH]3)o2)cc1 | -0.2 | 100 | 32 | 0.2 | 1 | -3 | 3 | -7 | -1 | 6
O=C(CSc1nnc(CNc2ccc(F)cc2)o1)N1c2ccccc2Sc2ccccc21 | 0.5 | 94 | -3 | 0.0 | -7 | 9 | 9 | -4 | -6 | 8
N#Cc1ccc(CSc2ccc(S(=O)(=O)N3CCCCCC3)cn2)cc1 | 0.0 | 99 | -6 | 0.2 | 1 | 3 | -2 | -6 | -3 | -3
c1ccc(COn2nnc3ccccc32)c(COn2nnc3ccccc32)c1 | 1.9 | 95 | 12 | 0.5 | -3 | 3 | 6 | -7 | -4 | -5
Cc1ccc([C@H]2N[C@]3(CCCN(CC4CCCCC4)C3=O)[C@H]3C(=O)N(Cc4ccccc4)C(=O)[C@@H]23)cc1 | 5.8 | 97 | -12 | 0.2 | -1 | -10 | 5 | -10 | -2 | -2
Cc1ccc(C)c(N2CCN(Cc3nnnn3C3CCCCC3)CC2)c1 | 2.8 | 99 | -12 | -0.2 | 2 | -21 | -3 | -1 | -2 | -8
Cc1ccc(S(=O)(=O)CCC(=O)Nc2ccc3nc(C)sc3c2)cc1 | 3.1 | 95 | -4 | 0.3 | -4 | -5 | 7 | -2 | -2 | 15
COc1ccc(/C=C2\Oc3cc(OCC(=O)N4CCC(C(=O)O)CC4)ccc3C2=O)c(OC)c1 | 0.4 | 104 | 3 | 0.1 | 6 | · | -5 | · | -2 | 10
CC(N)C(=O)NC(C(=O)N1CCCC1C(=O)NC(c1ccccc1)c1ccccc1)C(C)C (centres undefined) | -1.0 | 96 | -2 | -0.3 | 2 | 3 | -2 | -6 | 3 | ·
COc1ccccc1-c1nnc(SC)n1C | -3.9 | 97 | -4 | -0.2 | 0 | -1 | 8 | -5 | 4 | 1
COc1ccccc1NC(=S)Nc1cccc(F)c1 | 0.4 | · | -8 | -0.2 | 1 | 5 | 6 | · | 0 | 8
CCOc1cc(C)ccc1OCc1nnc(SCC(=O)c2cccc([N+](=O)[O-])c2)n1CC | 6.4 | 96 | -6 | 0.4 | 8 | 0 | 3 | -8 | -2 | -2
O=C(c1ccccc1)C1CCN(c2ncccc2[N+](=O)[O-])CC1 | 2.4 | 93 | -3 | 0.1 | -1 | -1 | -1 | -20 | 1 | 5
CCOc1ccc(CC(=O)N2CCC3(CC2)NCCc2[nH]cnc23)cc1 | -0.7 | 93 | 8 | -0.1 | 2 | -4 | 0 | -7 | 3 | 6
CC1CCCCC1NC(=O)C1CCC(CNc2c(N3CCCCC3)c(=O)c2=O)CC1 (centres undefined) | -1.1 | 101 | -6 | 0.2 | 0 | 1 | 19 | -13 | -1 | -16
CC(=O)CC(C)(C)n1nnc(-c2ccccc2)n1 | 0.1 | 100 | -1 | 0.8 | 2 | 0 | 1 | -5 | 0 | -3
O=C(Cn1cc[n+](CC(=O)c2ccc(Cl)cc2Cl)c1)c1ccc(Cl)cc1Cl | 0.7 | 99 | -5 | -0.1 | -6 | 9 | 10 | -21 | 10 | 0
Cc1ccccc1C1CC(c2ccc(F)cc2)Nc2nc(N)nn21 (centres undefined) | 1.4 | 106 | -3 | -0.2 | -1 | · | 3 | -13 | 3 | 3
O=C1COc2ccc3ccccc3c21 | 0.3 | 99 | 0 | -0.1 | -1 | 6 | 6 | -3 | 10 | -2
O=C(CCN1CCN(c2ccc(Cl)cc2)CC1)Nc1nccs1 | 0.8 | 98 | 2 | 0.3 | -6 | 3 | 12 | -4 | -1 | -2
C#CCOCCOCCOCCNc1nc(N2CCN(C(=O)C([C@@H](C)CC)n3cc(C(N)Cc4ccc(O)cc4)nn3)CC2)nc(N2CCN(C(=O)[C@H](CCC(=O)O)n3cc(C(N)Cc4ccc(O)cc4)nn3)CC2)n1 (some centres undefined) | -1.5 | 96 | 14 | -0.1 | -4 | -11 | 4 | · | 1 | -2
Cc1ccc(S(=O)(=O)Nc2ccc(-c3nnc(SCC#N)n3C)cc2)cc1 | -0.1 | 96 | -6 | -0.2 | -2 | 20 | -3 | -5 | -2 | 10
O=C(O)Cn1cc(C(=S)N2CCCCC2)c2ccccc21 | -0.9 | 96 | 3 | 0.8 | -1 | 2 | 6 | -3 | 3 | 1
Cc1nc(CC(=O)c2c(C)cc(O)cc2O)cs1 | -1.5 | 97 | 4 | -0.2 | -1 | -2 | 3 | -4 | -1 | -5
Cn1nc2c3ccccc3n(Cc3ccccc3)c2nc1=S | 0.3 | 88 | -3 | 0.2 | 1 | 1 | 4 | -5 | -2 | 0
O=C(O)c1ccc2c(c1)C(=O)N(CCCCCCCN1C(=O)c3ccc(C(=O)O)cc3C1=O)C2=O | -0.4 | 103 | 8 | 0.0 | 3 | -2 | 8 | -2 | 2 | -7
COC(=O)c1ccc(Cn2cc(Cl)cn2)cc1 | -1.0 | 97 | 2 | 0.1 | -1 | -1 | 8 | -5 | -2 | ·
Cc1ccc(NC(=O)C(=O)NCC2CCCN2S(=O)(=O)c2cccs2)c(C)c1 (centres undefined) | -2.6 | 92 | -2 | 0.1 | -2 | 0 | 1 | -16 | 1 | -13
COCCCNS(=O)(=O)c1ccc2c(c1)OCCO2 | 2.7 | 97 | 13 | 0.0 | -5 | -4 | 1 | -5 | 1 | ·
Cc1ccc(N(CC(=O)NC(C)c2ccccc2)S(=O)(=O)c2c(C)n[nH]c2C)cc1 (centres undefined) | 0.2 | 88 | 0 | 5.6* | 13 | -5 | -3 | -3 | 5 | 12
CN(CCN1CCOCC1)Cc1nc(-c2ccc(Cl)cc2)no1 | -0.6 | 98 | -4 | 0.3 | -4 | -1 | 8 | -9 | 0 | -7
O=S1(=O)C=C[C@H](COCc2ccccc2)N1 | · | 100 | 3 | -0.1 | 4 | · | · | -4 | 4 | ·
COc1ccc(C2CC(C(F)(F)F)n3nc(C(=O)NCCCn4ccnc4)cc3N2)cc1OC (centres undefined) | -2.4 | 97 | 14 | -0.1 | -3 | 7 | 2 | -5 | 0 | 2
Cc1ccc(-c2cc(C(=O)NC3CCCC3)no2)cc1 | 7.4 | 97 | -8 | 0.4 | 0 | 15 | 20 | -4 | -8 | -5
CC(C)CN(C(=O)c1cccc([N+](=O)[O-])c1)c1c(N)n(CC(C)C)c(=O)[nH]c1=O | -2.0 | 95 | -2 | 0.0 | -7 | 8 | 16 | -3 | 2 | 56*
CCn1c(=O)c(C(=O)NCCc2ccc(Cl)cc2)c(O)c2ccccc21 | -1.8 | 103 | 30 | 0.0 | 4 | -3 | 3 | -5 | -3 | -3
Nc1c(C(=O)c2ccc(Cl)cc2)oc2ccccc12 | 0.2 | 89 | -8 | -0.4 | -5 | -4 | -6 | -4 | 2 | -11
CCN(CC)S(=O)(=O)c1ccc(C(=O)Nc2cc(C)cc(C)c2)cc1 | 0.1 | 111 | 0 | 0.4 | -5 | -3 | 3 | -5 | -4 | ·
O=C(Nc1ccc(Nc2ccccc2)cc1)c1cc([N+](=O)[O-])ccc1Cl | -1.4 | 101 | -7 | 1.7 | -5 | -3 | 0 | 0 | 10 | -4
O=C(CSc1ccc(-c2nc3ccccc3[nH]2)cn1)N1CCN(C(=O)c2ccco2)CC1 | -0.9 | 88 | 26 | 1.0 | 1 | 3 | 10 | -10 | 4 | 40
Cc1ccc(NC(=O)COC(=O)/C=C/c2ccc(Br)o2)cc1S(=O)(=O)N(C)C | -2.2 | 95 | -7 | -0.1 | -1 | -2 | 5 | -5 | 3 | -1
COc1ccccc1CCC(=O)NNC(=O)c1cccs1 | 0.9 | 104 | 0 | 0.0 | -3 | 3 | 4 | -5 | 0 | -2
NC(=S)Nc1ccc(C(F)(F)F)cc1Cl | -0.5 | 101 | 2 | 0.0 | -4 | 6 | 17 | -4 | -1 | 0
CCCCN(C(=O)COC(=O)CSc1cc(C)c2ccccc2n1)c1c(N)n(CCC)c(=O)[nH]c1=O | -3.4 | 102 | 5 | 0.0 | 1 | -1 | 17 | · | 1 | -5
CC1(C)OC(=O)C2=C(C[C@@H](C3CCCC3)O[C@H]2c2ccc(Cl)cc2)O1 | · | 128 | · | -0.2 | -3 | · | · | -7 | · | ·
Cc1ccccc1-n1c(Cn2c(=O)sc3ccccc32)nnc1SC(C)C | 0.5 | 99 | 5 | 0.6 | 1 | · | 16 | -6 | -2 | -1
O=C(NCc1cccs1)C1CC(c2ccc(Cl)cc2)=NO1 (centres undefined) | 0.4 | 99 | 6 | -0.6 | 5 | -8 | -24 | -5 | 3 | -3
CC(C)(C)c1cc(-c2n[nH]c(=S)n2-c2ccc(Cl)cc2)n[nH]1 | 0.6 | 104 | -3 | -0.1 | 3 | -3 | 7 | -5 | 3 | -1
COc1cc(C(=O)OCC(=O)N2CCOCC2)c([N+](=O)[O-])cc1OC | 1.5 | 95 | 3 | -0.1 | -4 | -21 | 11 | -7 | -1 | 6
Cc1cc(=O)oc2cc(NC(=O)CC3(CC(=O)O)CCCC3)ccc12 | -0.4 | 100 | -5 | -0.1 | 0 | -16 | 1 | -4 | 1 | ·
CCCCc1nc2sc3c(c2c(=O)[nH]1)CCC3 | 0.9 | 82 | 70* | 0.2 | 9 | 12 | -4 | -4 | 0 | 14
C#CCSc1nnc(-c2ccc([N+](=O)[O-])cc2)o1 | 2.1 | 104 | -3 | -0.1 | 3 | -1 | -2 | -5 | 1 | -3
OC(COc1ccccc1)CN1CCCCC1 (centres undefined) | 1.6 | 101 | 5 | 0.0 | -5 | -8 | 12 | -5 | 0 | 10
CCC(=O)Nc1ccc(C(=O)c2ccccc2)cc1 | -0.9 | 99 | -2 | -0.3 | -9 | 2 | -1 | · | -4 | 16
O=C(CCNC(=O)c1ccc(Cl)cc1)NCCCN1CCOCC1 | -0.7 | 100 | -5 | 0.1 | 2 | -7 | 18 | -3 | 0 | -3
Cc1cc(C)n2nc(C(=O)NCc3ccco3)nc2n1 | 0.6 | 96 | 11 | -0.3 | 5 | -11 | -3 | -3 | 2 | 10
COc1ccc(OC)c(C(=O)N/N=C/c2ccccn2)c1 | -1.3 | 99 | 4 | 0.1 | -1 | -20 | -9 | -2 | 3 | 33
COc1ccccc1NS(=O)(=O)c1cccc(C(=O)OCc2nc3ccccc3s2)c1 | 2.5 | 101 | -15 | -0.1 | -1 | 4 | 3 | -3 | -1 | 2
Cn1c(=O)c(-c2ccccc2N)nc2ccccc21 | -0.3 | 98 | 7 | -0.4 | 5 | -4 | 6 | -5 | 3 | 12

This is a random part of the collection. About 3.6% of those tested had a hit in this group.
